# KDM5B inhibitor: KDM5B demethylase inhibition | Potency, µM (highest dose often 57.7 µM), without a hit: at the highest dose activity change, negative = inhibition, usual class: inhibitors | KDM5B demethylase, FDH-coupled NADH fluorescence (FDH is formaldehyde dehydrogenase) | AID 1347165 | Q9UGL1 | actives 2.6% (n = 220,000); active = well fitted inhibition curve with a large enough effect; inconclusive = small, poorly fitted or top-dose-only effect; inactive = no such curve, though single readings can be large or run the other way; also: 0% is about no effect; nearly all actives have a fitted effect of over 70% in size
# Target sequence (Q9UGL1 whole entry, looked up): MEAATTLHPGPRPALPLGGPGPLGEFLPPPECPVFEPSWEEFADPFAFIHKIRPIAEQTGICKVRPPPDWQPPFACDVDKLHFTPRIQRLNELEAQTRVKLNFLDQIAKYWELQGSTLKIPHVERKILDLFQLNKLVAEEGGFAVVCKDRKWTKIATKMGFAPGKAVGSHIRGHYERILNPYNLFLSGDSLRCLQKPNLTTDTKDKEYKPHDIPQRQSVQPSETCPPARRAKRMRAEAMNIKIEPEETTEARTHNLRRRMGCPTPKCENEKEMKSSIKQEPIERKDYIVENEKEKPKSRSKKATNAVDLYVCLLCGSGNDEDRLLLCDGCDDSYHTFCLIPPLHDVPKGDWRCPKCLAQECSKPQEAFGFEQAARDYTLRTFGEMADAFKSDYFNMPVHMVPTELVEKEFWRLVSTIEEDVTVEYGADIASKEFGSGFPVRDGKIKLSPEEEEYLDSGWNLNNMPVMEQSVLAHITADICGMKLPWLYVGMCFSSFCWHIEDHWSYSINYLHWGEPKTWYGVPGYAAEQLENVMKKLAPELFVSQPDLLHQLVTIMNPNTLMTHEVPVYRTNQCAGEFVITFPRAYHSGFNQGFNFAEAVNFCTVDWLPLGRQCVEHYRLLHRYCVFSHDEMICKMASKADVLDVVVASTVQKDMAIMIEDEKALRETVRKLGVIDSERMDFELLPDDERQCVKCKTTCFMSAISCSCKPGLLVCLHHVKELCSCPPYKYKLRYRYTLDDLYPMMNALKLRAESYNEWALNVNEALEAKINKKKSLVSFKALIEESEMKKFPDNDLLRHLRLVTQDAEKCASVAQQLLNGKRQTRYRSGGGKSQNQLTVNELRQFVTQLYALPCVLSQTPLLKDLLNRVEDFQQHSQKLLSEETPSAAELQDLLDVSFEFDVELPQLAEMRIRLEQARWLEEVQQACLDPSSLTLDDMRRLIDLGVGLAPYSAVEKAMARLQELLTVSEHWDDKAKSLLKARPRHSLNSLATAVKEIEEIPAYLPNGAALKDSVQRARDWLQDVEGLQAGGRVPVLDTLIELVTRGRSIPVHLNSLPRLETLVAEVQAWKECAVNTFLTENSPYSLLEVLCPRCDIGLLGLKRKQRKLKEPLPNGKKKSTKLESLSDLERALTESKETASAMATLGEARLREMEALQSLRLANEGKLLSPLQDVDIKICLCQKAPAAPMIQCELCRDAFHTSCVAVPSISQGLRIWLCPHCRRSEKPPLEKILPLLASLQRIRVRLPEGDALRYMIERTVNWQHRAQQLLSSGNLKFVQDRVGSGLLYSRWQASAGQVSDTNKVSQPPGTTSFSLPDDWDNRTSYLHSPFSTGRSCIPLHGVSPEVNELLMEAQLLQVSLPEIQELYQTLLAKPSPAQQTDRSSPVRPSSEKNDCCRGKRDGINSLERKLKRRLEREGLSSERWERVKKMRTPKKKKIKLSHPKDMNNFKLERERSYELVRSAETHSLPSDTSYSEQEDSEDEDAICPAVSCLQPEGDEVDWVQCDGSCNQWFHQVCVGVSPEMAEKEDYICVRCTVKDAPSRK
#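 Coupled FDH/NAD⁺ fluorescence readout. KDM5BΔAP 200 nM final; compound titration, 10 min RT preincubation; substrate mix 12.5 µM H3K4me3, 25 µM 2-OG, 50 µM Fe(II), 100 µM ascorbate, 0.25 mM NAD⁺, 0.25 U/mL FDH; ΔRFU over 30 min.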
# Active calls of the source: *; u = inconclusive; & = joins results of further samples; [ ] = dose if it differs, or a comment. Potency is read from the fitted curve at half-maximal effect.
# A first look, 5 compounds:
SMILES,KDM5B inhibitor
COc1ccc(-c2nc3c(c(SCC(=O)Nc4ccc(OC)cc4OC)n2)COC(C)(C)C3)cc1,-6%
CCc1ccc(-c2nnn(CC(=O)N3CCCC3c3ccc4c(c3)OCCO4)n2)cc1 (centres undefined),-17%
Cc1cccc(NC(=O)c2ccc(-n3cnc4cccnc43)cc2)c1C,5%
COc1ccc(C(=O)N2CCCCCCNC(=O)[C@@H]3CCC[C@@H]32)cc1,-3%
Cc1ccc(-c2cccc(CN3CCCC(c4nc5ccc(F)cc5c(=O)[nH]4)C3)c2)c(C)c1 (centres undefined),u

# The list itself, from the start:
SMILES,KDM5B inhibitor
COc1ccc(-c2nc3c(c(SCC(=O)Nc4ccc(OC)cc4OC)n2)COC(C)(C)C3)cc1,-6%
CCc1ccc(-c2nnn(CC(=O)N3CCCC3c3ccc4c(c3)OCCO4)n2)cc1 (centres undefined),-17%
Cc1cccc(NC(=O)c2ccc(-n3cnc4cccnc43)cc2)c1C,5%
COc1ccc(C(=O)N2CCCCCCNC(=O)[C@@H]3CCC[C@@H]32)cc1,-3%
Cc1ccc(-c2cccc(CN3CCCC(c4nc5ccc(F)cc5c(=O)[nH]4)C3)c2)c(C)c1 (centres undefined),u
O=C1NCc2ccccc2CC12CCCN(Cc1cccc(Cl)c1)C2 (centres undefined),7%[149 µM]
N#Cc1ccc2nc(CO[C@H]3CN(Cc4ccccc4F)C[C@H]3F)[nH]c2c1,4%[86.2 µM]
N#Cc1cccc(NC(=O)N2CCN(c3ncccc3Cl)CC2)c1,-2%
O=C(OCc1cccc2ccccc12)c1cc(=O)c2ccccc2o1,-1%
Cc1cc(C)c(NC(=O)c2nc3ccccc3nc2N2CCCCC2)c(C)c1,7%&14%
CN(C)C1(CNC(=O)c2ccccc2-c2ncc(-c3ccccc3)o2)CCCCC1,u
CCOc1ccc(NC(=O)CCc2c(C)noc2C)cc1OC,26%
CCOc1ccc(NC(=O)C(NC(=O)C2CCC(C)CC2)C(C)C)cc1 (centres undefined),5%
CCC1CN(Cc2nc(CCOC)no2)CCC(=O)N1Cc1ccccc1 (centres undefined),15%
COc1cc(/C=C2/NC(=O)NC2=O)ccc1OCC(=O)O,-13%
Cc1cn2c(=O)c(S(=O)(=O)N3CCN(c4cccc(C)c4C)CC3)c(C)nc2s1,15%
COc1ccc(Cn2c(C3CCN(C(=O)Cc4ccccc4OC)CC3)n[nH]c2=O)cc1,16%
CN(C)S(=O)(=O)c1ccc2c(c1)Cc1cc(S(=O)(=O)N(C)C)ccc1-2,3%
O=C(CSc1nncn1-c1ccccc1)Nc1cccc(S(=O)(=O)N2CCCC2)c1,2%
O=C(O)c1ccc(-c2nc(-c3ccccc3)c(-c3cccs3)[nH]2)cc1,u

# Rewritten as labelled records: entries from further up.
CN(C)C1(CNC(=O)c2ccccc2-c2ncc(-c3ccccc3)o2)CCCCC1
- KDM5B inhibitor = u
CCOc1ccc(NC(=O)CCc2c(C)noc2C)cc1OC
- KDM5B inhibitor = 26%
CCOc1ccc(NC(=O)C(NC(=O)C2CCC(C)CC2)C(C)C)cc1 (centres undefined)
- KDM5B inhibitor = 5%
CCC1CN(Cc2nc(CCOC)no2)CCC(=O)N1Cc1ccccc1 (centres undefined)
- KDM5B inhibitor = 15%

# The listing continues.
SMILES,KDM5B inhibitor
Cc1cc(C(=O)N2CCN(S(=O)(=O)c3ccccc3Cl)CC2)c(C)n1Cc1cccs1,-17%
CCCCCCCCCCC(=O)c1ccc(Cl)cc1,24%
COc1ccc2nc3n(c2c1)[C@@H](CNCc1cnc2ccccc2c1)COC3,u
O=C1NCCCCCCN(C(=O)Cc2ccncc2)[C@@H]2CCC[C@H]12,-14%
COc1nc2ccccc2nc1N1CCC(C(=O)NCc2ccc(F)cc2)CC1,-2%
O=c1c(S(=O)(=O)c2cccc(F)c2)c[nH]c2c(F)ccc(Cl)c12,-27%
CCc1ccc(C(=O)NC2=NC(c3ccccc3F)CC(=O)N2)cc1 (centres undefined),u
CC(=O)Nc1c(-c2ccc(Cl)cc2)c(C)nn1-c1ccc(C(=O)NCc2cccnc2)cc1,19%
CCCc1cc(NCc2cccnc2)n2ncc(-c3ccccc3)c2n1,u
COc1ccccc1C(=O)N1CCC2(CC1)CC(=O)c1ccc(Cl)cc1O2,-17%
COc1cccc(C2Cn3nnc(-c4nc(-c5ccc(C(C)(C)C)cc5)no4)c3CO2)c1 (centres undefined),-9%
OCCC1CN(Cc2cc3c(cc2Cl)OCO3)CCN1Cc1ccccc1F (centres undefined),-5%
N=c1oc2ccc(Cl)cc2cc1C(=O)NC1CCCCCC1,u
CC(C)(N)C(=O)N1CCN(c2nc(-c3ccccc3)nc3c2CCC3)CC1,-26%
Cc1cccc2nc(-c3ccccn3)c(Nc3ccc(F)cc3)n12,u
CN(Cc1cccc(F)c1)C(=O)c1ccc(CS(C)(=O)=O)cc1,-22%
O=S(=O)(c1cc(F)cc(F)c1)N1CCC(C2CCNC2)CC1 (centres undefined),-9%
Cc1cc(C(=O)NCCC2=CCCCC2)cs1,-7%
COc1cc(Cl)c(C)cc1NC(=O)c1cnc(N2CCCCC2)c2ccccc12,u
Cc1ccc(C(=O)O)cc1S(N)(=O)=O,15%

# Two successive entries from above, quoted:
SMILES,KDM5B inhibitor
COc1cccc(C2Cn3nnc(-c4nc(-c5ccc(C(C)(C)C)cc5)no4)c3CO2)c1 (centres undefined),-9%
OCCC1CN(Cc2cc3c(cc2Cl)OCO3)CCN1Cc1ccccc1F (centres undefined),-5%

# Next records
SMILES,KDM5B inhibitor
CC(C)C[C@H]1COc2cccc(F)c2S(=O)(=O)N1Cc1cn(CCC2OCCO2)nn1,17%
CSc1cccc(NC(=O)CCc2ncc(-c3c(F)cccc3F)o2)c1,28%
Cc1cccc(NC(=O)CC2C(=O)NC3CCCCC3N2C(=O)c2ccccc2Cl)c1 (centres undefined),26%
Cc1ccc(S(=O)(=O)N2CCN(C3CCN(Cc4ccccn4)C3=O)CC2)cc1F (centres undefined),-4%
CC(=O)c1ccc(N(CC(=O)NC2CCCCC2)C(=O)CNC(=O)c2cccs2)cc1,-14%
CN1CCC(C(=O)N2CCC3(CC2)OC(=O)N(Cc2ccccc2F)C3(C)c2ccccc2)CC1 (centres undefined),-16%
CCCCCn1c(SCCCc2ccccc2)nc2c1c(=O)[nH]c(=O)n2C,5%
COCC1CN(C(C)=O)CC12CCN(C(=O)COc1ccccc1)CC2 (centres undefined),-17%
CC(=O)N(C1CC1)C1CCOC2(CCN(C(=O)Nc3ccccc3F)CC2)C1 (centres undefined),10%
COc1ccccc1NS(=O)(=O)c1cc(-c2n[nH]c(=O)c3ccccc23)ccc1C,-6%
O=C(OC1CCOC1=O)c1ccccc1Nc1ccccc1 (centres undefined),u
O=C(NCC1CCCCC1)C1CCc2nc(N3CCN(C(=O)C4CCC4)CC3)sc2C1 (centres undefined),0%
CC1Oc2ccc(NS(=O)(=O)c3ccc(F)cc3)cc2CN(Cc2ccc(F)cc2)C1=O (centres undefined),-11%
CC(=O)N1CCC(NC[C@H]2COCc3nc4ccccc4n32)CC1,18%[86.2 µM]
O=C(Cc1ccsc1)N1CCC(n2cc(-c3nc(-c4ccccc4)no3)nn2)CC1,4%
NC(=O)N/N=C/c1coc2ccc3ccccc3c2c1=O,14%
Cc1ccc(-c2cc(NC(=O)c3ccccc3Cl)on2)cc1,-10%
Cn1ncc(N2CCC(C(=O)N3CCCCC3)C2)cc1=O (centres undefined),-30%
O=C(O)c1ccc(-c2cccc(O)c2)cc1,2%[230 µM]
O=C(NCc1ccc(F)cc1)N1CCCC(Cc2noc(-c3cccnc3)n2)C1 (centres undefined),-10%
CCOc1ccc(-c2nc(N)ncc2Oc2ccccc2OCC)c(O)c1,0%
O=C(CSc1nncn1-c1ccccc1)NC1CCCC1,-8%
O=C(Nc1ccccc1C(F)(F)F)c1ccc2nccnc2c1,0%
Cc1ccc(C(=O)N2CCc3nc(C(C)C)nc(-c4ccc(O)cc4)c3C2)cc1,-11%
Cc1cccc(OCCSc2nc3ccccc3n2CC(=O)N2CCOCC2)c1,u
Cc1occc1C(=O)N1CCC(C2CCN(c3ncccn3)CC2)C1 (centres undefined),u
O=C(Nc1ccccc1C(F)(F)F)N1CCOc2ccc(Cl)cc21,-19%
Cc1ccc(C2c3c(oc4ccccc4c3=O)C(=O)N2c2nnc(C)s2)cc1 (centres undefined),-1%
CCN(CC(=O)NC1(C)CCS(=O)(=O)C1)Cc1cccc(F)c1 (centres undefined),8%
CCc1cccc(CC)c1NC(=O)COc1ncnc2ccccc12,-1%
CCOc1ccc(Oc2ccc(NC(=O)c3ccc[n+]([O-])c3)cc2)cc1,21%
CCN(C(=O)Cc1c(C(=O)O)c(C)cn1C)c1cccc(Cl)c1,-3%
O=C(COC(=O)C12CC3CC(CC(Br)(C3)C1)C2)Nc1ccccc1[N+](=O)[O-],17%
O=C(N1CCCC(Nc2ccc(F)cc2)C1)C12CC3CC(CC(C3)C1)C2 (centres undefined),13%
Cc1nc(N2CCN(C(=O)c3ccc4c(c3)OCO4)CC2)cc(C(F)(F)F)n1,-21%
Cn1nc(C(=O)N2CCc3c(ncnc3N3CCOCC3)C2)ccc1=O,8%
Cc1cc(NC(=O)CSc2nnnn2-c2ccc(F)cc2)no1,12%
O=C(CCCCCn1c(=O)c2sccc2n(CC(=O)Nc2ccccc2F)c1=O)NCc1ccc2c(c1)OCO2,-5%
CCc1ccc(-n2c(=O)c3c4c(sc3n(CC(=O)NC(C)CC)c2=O)CCCC4)cc1 (centres undefined),-15%
Cc1cccc(CC(=O)N2CCC(Cc3nc(-c4cnccn4)no3)CC2)c1,17%
O=C1N2CCCC2CN1C1CCN(Cc2ccccn2)CC1 (centres undefined),-19%[86.2 µM]
COc1ccc(OC)c(Nc2ncnc3c2nc2n3CCCC2)c1,8%
CCN1c2cc(C(=O)NCc3cc(F)cc(F)c3)ccc2C(=O)N2CCCCCC21 (centres undefined),u
CCCN(CCC)S(=O)(=O)c1ccc(N2CCCCS2(=O)=O)cc1,-13%
COc1cc(CN2CCN(C)C(C(=O)O)C2)c(Cl)cc1OC(C)C (centres undefined),7%
CN1CCN(C(=O)[C@@H]2CCC[C@@H](NCc3ccc(F)cc3)CN(C)C(=O)C2)CC1,-14%[86.2 µM]
CCOc1cccc2cc(C(=O)/C=C/c3ccc(C)cc3)c(=O)oc12,u
COCC(=O)N[C@@H]1CN(Cc2ccc(F)c(OC)c2)C[C@H]1CO,-5%
COc1ccccc1CN1CC[C@@H](CO)N(C)c2nc(C)ccc2C1,u
CCCNC(=O)C1(c2ccc(NS(C)(=O)=O)cc2)CCCCC1,-11%

# Next section
SMILES,KDM5B inhibitor
CCN(CC)C(=O)Cn1cc(SCC(=O)Nc2ccccc2C)c2ccccc21,11%
CC1(C)[C@H]2CC[C@]1(C)[C@@H](OC(=O)C[N+]1(C)CCOCC1)C2,-19%
O=C1c2ccccc2CN1C1CCN(Cc2ccccc2)CC1,13%[149 µM]
Cc1nc(-c2cn(C3CCCN(C(=O)c4cccc(Br)c4)C3)nn2)no1 (centres undefined),13%
Cc1cc(=O)oc2c1c(C(F)(F)F)nn2-c1ccccc1,-25%
Cc1ccc(S(=O)(=O)N(Cc2nc3nc(C)cc(C)n3n2)c2ccccc2)cc1,21%
Cn1nc(C2CCN(C(=O)c3ccsc3)CC2)c2c1CCOC2,29%
COc1ccc(N(Cc2ccccc2)C(=O)c2nc(S(C)(=O)=O)ncc2Cl)cc1,u
CN1CCCN(C(=O)NCCc2ccccc2)c2ccccc21,-18%
CCCOc1cccc(-c2cc(C(=O)N/N=C/c3cccnc3)c3ccccc3n2)c1,u
CCOCCCNC(=O)C1CCCN(Cc2nc(-c3ccc(CC)cc3)oc2C)C1 (centres undefined),-17%
CC(=O)NCc1ccc(-c2nc3ccccc3s2)cc1,-14%
N#Cc1ccc(N2CCC(C(=O)Nc3cn[nH]c3)CC2)nc1,1%
O=C(COCc1cc(-c2ccc3c(c2)OCO3)on1)NC1CCCC1,-4%
NC(=O)C(=O)Nc1ccccc1C(=O)NCc1cccnc1,8%
Nc1cc(N)nc(SCCC(=O)Nc2cc(Cl)ccc2Cl)n1,-11%
Cc1onc(-c2cnn(C)c2NCCc2ccccc2)c1C(=O)NCc1ccoc1,-22%[86.2 µM]
N#Cc1ccc(COC(=O)c2ccc3c(c2)NC(=O)CS3)cc1,0%
COC(=O)c1cc2oc(C)cc2n1CC(=O)Nc1ccc(OC)c(OC)c1,u
Cn1c(=O)c2c(nc(SCc3ccccc3)n2Cc2ccccc2)n(C)c1=O,-6%

# 3 entries from above, arranged by count of non-hydrogen atoms, smallest number first.
SMILES,KDM5B inhibitor
Nc1cc(N)nc(SCCC(=O)Nc2cc(Cl)ccc2Cl)n1,-11%
COC(=O)c1cc2oc(C)cc2n1CC(=O)Nc1ccc(OC)c(OC)c1,u
Cc1onc(-c2cnn(C)c2NCCc2ccccc2)c1C(=O)NCc1ccoc1,-22%[86.2 µM]

# (listing goes on)
SMILES,KDM5B inhibitor
COc1cccc(C(=O)c2sc(Nc3ccc(F)cc3)nc2N)c1,2%
Cc1noc(C)c1Cc1ccc(C(=O)N2CCCCCCNC(=O)CC2)o1,-26%
Cc1c(-c2ccccc2F)[nH]c2ccc(CNC(=O)CCN3CCCC3=O)cc12,28µM*
Cc1oc(-c2ccccc2)nc1CC(=O)Nc1ccccc1-c1ccccc1,-16%
Cc1ccc(NC(=O)c2c(C)oc3ncnc(N4CCCCC4)c23)c(C)c1,-29%
O=C(Nc1ccc2[nH]c(=O)[nH]c2c1)c1nn(-c2ccc(F)cc2)c2c1CCCC2,u
CC(C)Cc1ccc(S(=O)(=O)Nc2cc3c(cc2N2CCOCC2)n(C)c(=O)c(=O)n3C)cc1,u
Cc1cccc(NC(=O)c2ccc(-c3ccccc3)s2)c1,u
O=C(COC(=O)/C=C/c1ccccc1[N+](=O)[O-])NC12CC3CC(CC(C3)C1)C2,11%
O=C(NC1CC(=O)N(Cc2ccccc2C(F)(F)F)C1)c1ccsc1 (centres undefined),u

# Some of the compounds tested; the hit share may differ from the screen's.
